MBD2 inh: inhibitors of human MBD2 binding to methylated oligonucleotide | TR-FRET | inhibition, % at 4.4 µM | 370,000 tested, 0.31% active | AID 686964; in the data active = inhibition above about 13%
ARFGAP1 inhibitor: inhibits rat ARF GTPase activating protein 1; 360,000 tested, 0.26% active; Arfgap1-stimulated ARF1 GTP hydrolysis, GDP FP detection; AID 651572; inhibition, % at 16.5 µM;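 active = inhibition above a per-plate limit, mean inhibition of low control wells plus 3 SD, cut at about 25% in these data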;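 also: 0% = DMSO wells with enzyme and 100% = wells lacking Arfgap1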
Target sequence (Q62848 1-136 limits assumed): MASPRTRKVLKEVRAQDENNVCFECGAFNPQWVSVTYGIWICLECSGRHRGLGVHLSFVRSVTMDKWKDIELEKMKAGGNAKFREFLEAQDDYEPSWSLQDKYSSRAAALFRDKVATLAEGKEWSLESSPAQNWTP
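Assay system: Rat Arfgap1 GAP domain (His6, aa 1-136), purified enzyme | Buffer or medium: HEPES 25 mM pH 7.5, NaCl 150 mM, MgCl2, DTT | Schedule: GTP hydrolysis reaction 2 h at 25 °C | Signal: FP of antibody-bound GDP Alexa 633 tracer, ex 620/em 688 nm | Measure: Percent inhibition of Arfgap1-stimulated GTP hydrolysis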
PLCg1 inh: blocks human PLC-gamma1 enzyme activity | P19174 | purified PLC-gamma1, fluorogenic substrate, fluorescence | inhibition, % at 12.2 µM | 370,000 tested, 0.84% active | AID 720700; in the data active = inhibition above about 9.5%
ADAM17 inh: inhibits human ADAM17. inhibition, % at 6.95 µM. 370,000 tested, 0.83% active. AID 720648. recombinant ADAM17, EDANS/DABCYL FRET peptide cleavage. P78536;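 active = inhibition above the mean of compounds lying between control limits plus 3 SD, set per campaign, cut at about 8.5% in these data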;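 also: 0% = DMSO-only wells as the low control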
ASAP1 inh: inhibitors of human ASAP1 ArfGAP activity. ASAP1-stimulated ARF1 GTP hydrolysis, GDP FP detection. 360,000 tested, 0.19% active. inhibition, % at 16.5 µM; in the data active = inhibition above about 25%;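 also: 0% = vehicle with enzyme and substrate and 100% = no enzyme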
UHRF1 binding: blocks human UHRF1 binding to methylated DNA; Q96T88; UHRF1 binding to methylated oligo, TR-FRET; inhibition, % at 4.4 µM; 370,000 tested, 0.75% active; AID 687016; in the data active = inhibition above about 21%;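 also: UHRF1 SRA domain binding a hemimethylated CpG hairpin DNA probe; 0% = median of test compound wells and 100% = reference inhibitor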
Target sequence (Q96T88 whole entry, looked up, the tested form may be a part): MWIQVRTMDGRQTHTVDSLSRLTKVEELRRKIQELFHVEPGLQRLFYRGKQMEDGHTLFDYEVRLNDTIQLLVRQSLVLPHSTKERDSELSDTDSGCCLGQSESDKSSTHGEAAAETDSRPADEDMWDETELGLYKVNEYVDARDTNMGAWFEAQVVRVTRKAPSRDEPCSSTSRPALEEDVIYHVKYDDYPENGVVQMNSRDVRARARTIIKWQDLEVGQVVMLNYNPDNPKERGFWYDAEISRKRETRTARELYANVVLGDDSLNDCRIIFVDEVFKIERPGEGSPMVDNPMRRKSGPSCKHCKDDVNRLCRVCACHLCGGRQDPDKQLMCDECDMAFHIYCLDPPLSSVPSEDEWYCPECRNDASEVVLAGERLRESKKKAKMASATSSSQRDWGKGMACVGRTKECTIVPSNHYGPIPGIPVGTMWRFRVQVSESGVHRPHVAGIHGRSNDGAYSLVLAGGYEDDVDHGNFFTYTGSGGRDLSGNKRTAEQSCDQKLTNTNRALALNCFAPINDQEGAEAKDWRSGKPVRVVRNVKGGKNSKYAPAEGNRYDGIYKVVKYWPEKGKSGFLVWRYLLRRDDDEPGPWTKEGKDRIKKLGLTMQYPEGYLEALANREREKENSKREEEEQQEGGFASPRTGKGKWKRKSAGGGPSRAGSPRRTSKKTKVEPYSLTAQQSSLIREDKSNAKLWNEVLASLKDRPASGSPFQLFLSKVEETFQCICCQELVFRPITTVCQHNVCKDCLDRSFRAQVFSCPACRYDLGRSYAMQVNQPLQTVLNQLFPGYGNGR
Tn7 DDE FP: disrupts Tn7 cyclic peptide binding to fibrin D-Dimer-E complex | P02675 | FP displacement of FITC-Tn7 peptide from fibrin DD(E); 0% = median of compound wells per plate | inhibition, % at 8.3 µM | 370,000 tested, 0.13% active | AID 720508;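 active = inhibition above the mean of compounds falling within the control limits plus 3 SD of them, cut at about 14% in these data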;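 also: 0% = plate median of compound wells and 100% = 10 µM Aha-Tn7 peptide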
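Assay system: human fibrin DD(E) protein / Input: 2 µM fibrin DD(E) / Benchmarks: high control of 10 µM Aha-Tn7 peptide / Measured by: fluorescence polarization of the labelled Tn7 tracer / Medium: Tris buffer with calcium and detergent, pH 7.8 / Timing: 10 min compound pre-incubation, 3 h probe incubation at room temperature / Repeats: one replicate per compound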
DDE Tn6 FP inh: disrupts Tn6 cyclic peptide binding to fibrin D-Dimer-E complex; 370,000 tested, 0.21% active; AID 720509; Fibrin DD(E) TRITC-Tn6 fluorescence polarization displacement; inhibition, % at 8.3 µM; P02675;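 active = inhibition above a per-campaign cutoff: mean of compounds within control limits plus 3 SD, cut at about 15% in these data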;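 also: 0% = median of all compound wells on the plate and 100% = blocking peptide control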
KLK7 zymogen act: activates the human kallikrein-7 zymogen; activation, % at 7 µM; P49862; 370,000 tested, 0.9% active; purified proKLK7, EDANS-DABCYL substrate fluorescence; 100% is mature enzyme control, 0% vehicle; AID 652039;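 active = activation above the mean of all tested compounds plus 3 SD, computed per campaign excluding outliers beyond control limits, cut at about 13% in these data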
PLC-beta3 inh: PLC-beta3 (human) inhibition, primary screen | Q01970 | Purified PLC-beta3, fluorogenic substrate, fluorescence | inhibition, % at 12.2 µM | 370,000 tested, 0.18% active; in the data active = inhibition above about 11%;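 also: 0% = median of compound wells on plate and 100% = full blocker control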
Active calls of the source: *.

SMILES	MBD2 inh	ARFGAP1 inhibitor	PLCg1 inh	ADAM17 inh	ASAP1 inh	UHRF1 binding	Tn7 DDE FP	DDE Tn6 FP inh	KLK7 zymogen act	PLC-beta3 inh
NC(=O)C1(NC(=O)[C@@H]2CC3(CC(c4cccc(NC(=O)[C@@H]5CCC(=O)N5)c4)=NO3)CN2C(=O)c2ccccc2)CC1 (stereo not given in full)	1.9	-3.0	-1.8	-4.3	-7.5	-0.8	-2.8	9.2	-0.6	1.9
O=C(CN1CCCCCC1)Nc1cc([N+](=O)[O-])ccc1Cl	-4.8	-4.2	-2.9	-1.9	-1.5	-2.9	1.9	-7.6	0.1	-3.4
COc1cccc(C(=O)NC(=S)Nc2ccc3[nH]c(=O)[nH]c3c2)c1	0.8	10.6	8.3	7.6	-9.1	1.2	-7.3	-3.3	0.1	-9.2
CSc1cnn(Cc2ccccc2)c(=O)c1SCc1ccccc1	6.5	8.8	-0.5	0.2	-4.0	-8.0	1.1	-5.0	-0.9	-5.0
COc1cc(NC(=O)Cn2nnc(-c3ccccc3N)n2)cc(OC)c1	0.0	-0.8	1.6	9.6*	1.1	0.8	-3.4	1.4	-0.6	8.3
COc1ccc(NC(=O)CCC(=O)Nc2cc(OC)c(NC(=O)c3ccco3)cc2OC)c(OC)c1	1.1	8.2	-2.0	1.3	3.2	-2.8	-6.0	-9.3	0.8	-22.1
COc1ccccc1NS(=O)(=O)c1cc(NC(=O)CCC(=O)c2cccs2)ccc1Cl	3.8	-7.1	0.4	4.3	9.0	-1.5	-3.5	0.8	-0.6	-2.2
O=c1ccc(C(F)(F)F)cn1Cc1cc(=O)n2ccsc2n1	-1.8	-2.4	-0.8	-3.8	15.3	5.5	-1.0	2.7	0.2	-7.0
COc1ccc(CCNc2ccc(C(CC(N)=O)NC(=O)c3cc(OC)ccc3OC)cc2[N+](=O)[O-])cc1 (stereo not given)	-4.8	1.7	-2.0	0.9	-1.2	-2.4	2.3	8.3	0.3	-3.0
O=C(Nc1ccc(S(=O)(=O)Nc2ncccn2)cc1)c1cc([N+](=O)[O-])ccc1Cl	0.7	9.4	-0.1	-2.5	18.0	0.6	1.7	-8.1	-0.6	-8.4
CN(C(=O)c1cccc(NC(=O)Cc2cccc(NC(=O)C3CCN(C(=O)C4CC4)CC3)c2)c1)C1CC1	-8.7	-6.9	13.1*	6.1	2.6	0.1	-2.3	3.1	0.4	10.4
Cn1c(=O)c2c(ncn2CC(=O)N2CCN(c3ccc([N+](=O)[O-])cc3)CC2)n(C)c1=O	-13.0	0.0	3.1	1.8	4.7	-4.2	4.2	3.0	0.4	-3.5
COc1ccc(C2SCC(=O)N2CCc2ccc(OC)c(OC)c2)cc1 (stereo not given)	1.7	3.5	4.5	1.0	7.7	2.0	-1.3	-4.4	-0.5	2.6
Cc1nc(SC2CC(=O)N(c3cc(Cl)cc(Cl)c3)C2=O)nc2c1CCCC2 (stereo not given)	1.9	-5.4	3.8	10.3*	-2.2	2.9	-2.5	-9.2	0.2	-2.4
CCOc1ccc(S(=O)(=O)Nc2cccc(C(=O)NCC(c3ccco3)N(C)C)c2)cc1 (stereo not given)	0.1	9.3	-4.9	2.2	-12.7	-2.1	-3.2	1.4	-0.1	-12.6
COc1ccc(S(=O)(=O)NC(=O)C2(C)CCN2C(=O)Cc2ccc(C(C)(C)C)cc2)cc1 (stereo not given)	-5.7	-6.2	-3.6	-0.7	-12.7	-1.0	-2.6	3.9	-0.1	-7.7
CCn1c(-c2csc3ccccc23)n[nH]c1=S	1.1	7.1	-4.0	-6.2	-2.5	-0.8	7.6	-2.1	-0.3	-5.0
CCc1ccc(N2CC(C(=O)NC3=NCCS3)CC2=O)cc1 (stereo not given)	-5.2	-0.3	-1.2	-3.9	-10.9	-0.1	-3.3	4.2	0.0	0.7
O=C(CO/N=C1\CCCc2nonc21)Nc1ccccc1Cl	-1.3	-0.3	-1.7	1.0	3.3	-4.3	1.6	-4.7	-0.1	-2.6
Cc1ccc([N+](=O)[O-])cc1NC(=O)Nc1onc(C)c1C	4.2	-5.9	-0.5	-1.0	-5.5	1.6	3.6	-1.4	0.3	-5.2
Cc1c(-c2ccc(Cl)cc2)[n+](=O)c(-c2ccccc2)cn1[O-]	-2.2	-0.1	0.8	-2.0	8.7	-1.8	-5.0	-1.4	-0.3	-1.3
CC(C)(C)OC(=O)NCCCCCc1cn([C@@H](CO)C(=O)NCCCCCCCCCCC(=O)N2CCN(C(=O)OC(C)(C)C)CC2)nn1	5.9	-11.2	5.1	4.1	1.6	3.6	0.0	-3.2	0.2	-1.5
O=P(O)(CCc1ccccc1)CN1CCCCC1	-5.8	-16.1	-1.1	-2.2	0.2	-0.1	5.4	2.7	-0.2	2.7
CN(CC(=O)NCc1cccs1)S(=O)(=O)c1cccc2nsnc12	-4.3	5.0	5.6	1.0	-5.8	-2.0	2.9	-1.8	-0.1	-2.8
Fc1ccc(-c2nnc(-c3ccc(Cl)cc3)o2)cc1	-5.5	-2.8	1.6	-2.2	-0.5	-2.2	0.3	0.7	0.3	-2.0
COc1ccc(C(C(=O)NC(C)(C)C)N(C(=O)CCC(=O)Nc2cc(C)on2)c2cccc(F)c2)cc1 (stereo not given)	-5.1	4.1	-4.6	2.1	-1.6	3.5	-5.2	1.0	-0.1	-4.5
Cc1cc(Sc2nnc(/N=C/N(C)C)s2)c2ccccc2n1	0.1	-3.3	9.3	-2.8	-2.8	16.8	-8.8	-7.2	-0.8	6.1
Nc1nc(SCc2ccc(Br)cc2)n[nH]1	0.1	4.2	1.7	-1.3	-4.7	7.4	5.5	4.2	-0.7	-1.2
CC1CN(S(=O)(=O)c2cc(C(=O)NCc3ccncc3)ccc2Cl)CC(C)O1 (stereo not given)	1.8	-6.2	2.8	-4.3	9.1	-1.9	-6.7	0.0	0.3	-2.5
CC(=O)Nc1ccc(C(=O)CS(=O)(=O)c2ccc(C)cc2)cc1	-3.4	4.8	-0.1	-0.8	-3.0	-0.6	-7.6	-6.7	0.1	0.5
CCOc1ccc(N2CC(C(=O)Nc3nnc(SCCOC)s3)CC2=O)cc1 (stereo not given)	4.7	-3.4	2.3	1.3	-4.5	0.9	-6.1	3.2	0.4	-3.9
CCc1cc(C(=O)N2CCCC(C(=O)c3ccc(Cl)cc3)C2)no1 (stereo not given)	0.3	-2.0	9.3	3.8	-14.7	3.0	7.5	-4.8	-0.2	-2.9
c1cc(-c2noc(CCC3CCCC3)n2)ccn1	-1.6	-7.8	-2.8	-6.4	1.5	2.4	-0.3	4.2	-0.8	-2.0
COC(=O)c1cc(C(=O)NC(C)C2CC3CCC2C3)cc([N+](=O)[O-])c1 (stereo not given)	-4.3	-8.2	2.5	1.2	2.5	-0.6	-9.0	-5.0	0.3	-1.8
CC(C)(C)c1ccc(C(=O)C2CCCN(C(=O)c3ccccn3)C2)cc1 (stereo not given)	4.5	9.0	0.0	-2.2	-6.5	-1.1	0.6	-11.5	0.3	-1.1
CC1(C)CC(NC(=O)c2coc(=O)c(Br)c2)CC(C)(C)N1	-1.2	5.4	-135.4	-249.7	20.1	-0.7	-6.3	2.2	-5.9	-182.1
Cc1nc(NC(=O)c2ccc(Cl)cc2)nc2cc3c(cc12)OCO3	-0.6	13.5	0.2	1.4	0.7	4.1	0.3	1.4	-0.5	-3.7
OCCC1CN(Cc2cccc3nonc23)CCN1Cc1ccsc1 (stereo not given)	-1.0	2.8	10.5*	-3.8	8.0	2.7	-4.7	-4.9	-0.4	3.2
CCOC(=O)c1ccc(N2C(=O)c3n[nH]c(C)c3C2c2ccc(OC)c(OC)c2)cc1 (stereo not given)	-2.3	11.6	2.2	0.0	2.5	0.9	-3.3	-8.0	0.8	2.2
CC(C)(C)c1ccc(OCC(O)CSc2ncn[nH]2)cc1 (stereo not given)	0.5	8.9	1.6	-2.5	-9.9	-3.0	4.5	-3.5	0.3	3.4
Cc1ccc(CN2CCCN(C)CC2)c(C)c1	2.9	3.2	4.7	-3.5	-1.6	-2.2	6.5	-6.3	0.3	-3.1
CC(C)(CN=C1NS(=O)(=O)c2ccccc21)CNC(=O)CN1C(=O)c2ccccc2C1=O	1.1	3.4	-1.2	-6.0	13.2	0.9	-7.7	-1.4	0.0	0.2
COC(=O)N1[C@H](Cc2ccccc2)C=C[C@]1(C)C(=O)O	2.3	8.5	-1.2	-3.3	-7.5	-1.8	0.8	2.7	0.0	-3.1
CCOc1ccc(-c2cc(C(=O)Nc3ccc(F)cc3)[nH]n2)c(C)c1	1.0	-4.3	-0.4	-1.7	2.0	1.9	4.9	-6.9	-0.2	3.0
CC1CCCCN1CCNC(=O)c1cnn2ccccc12 (stereo not given)	-3.1	9.4	-4.4	-8.6	-2.0	0.2	3.4	8.3	-0.1	-3.4
CCN(CC)S(=O)(=O)c1ccc(N=N/C(C(C)=O)=C(/C)O)cc1	0.3	-0.1	5.3	0.2	3.5	-2.2	-9.6	4.7	-0.5	1.2
O=C(Oc1ccc(Br)cc1)c1cccnc1	2.3	-4.7	-0.7	-1.8	3.6	-3.8	-1.5	-5.2	-0.1	-2.2
Cc1ccc(C(=O)n2nc(-c3ccccc3)nc2NCc2ccco2)cc1	0.0	-4.8	-3.9	-5.6	-5.1	0.9	-0.6	-3.3	0.3	-0.4
CCOC(=O)N1CCC(N2C(=O)c3ccc(C(=O)Nc4ccc(OC)cc4)cc3C2=O)CC1	-1.5	1.1	0.9	-1.0	-10.2	-2.0	-2.3	4.0	-0.3	-3.3
COc1cccc(OC)c1C(=O)Nc1ccccc1N1CCCCC1	-2.6	-2.9	-1.1	0.4	-1.0	-1.2	3.4	3.6	-0.1	-8.6
O=C(COc1ccc(Cl)cc1)NNC(=S)NCc1ccccc1	-2.7	-9.5	-1.8	0.0	7.9	-1.6	-0.9	7.0	0.5	-6.7
Cc1cccc(Sc2nc(-c3ccccc3)ncc2C(=O)O)c1	-6.0	5.4	1.4	0.2	-15.3	-0.3	2.2	0.7	0.1	1.7

Sorted by number of heavy atoms (highest first): some entries from above
SMILES	MBD2 inh	ARFGAP1 inhibitor	PLCg1 inh	ADAM17 inh	ASAP1 inh	UHRF1 binding	Tn7 DDE FP	DDE Tn6 FP inh	KLK7 zymogen act	PLC-beta3 inh
CCOC(=O)N1CCC(N2C(=O)c3ccc(C(=O)Nc4ccc(OC)cc4)cc3C2=O)CC1	-1.5	1.1	0.9	-1.0	-10.2	-2.0	-2.3	4.0	-0.3	-3.3
COc1cccc(OC)c1C(=O)Nc1ccccc1N1CCCCC1	-2.6	-2.9	-1.1	0.4	-1.0	-1.2	3.4	3.6	-0.1	-8.6
CCN(CC)S(=O)(=O)c1ccc(N=N/C(C(C)=O)=C(/C)O)cc1	0.3	-0.1	5.3	0.2	3.5	-2.2	-9.6	4.7	-0.5	1.2
O=C(Oc1ccc(Br)cc1)c1cccnc1	2.3	-4.7	-0.7	-1.8	3.6	-3.8	-1.5	-5.2	-0.1	-2.2
